# Screening results: PubChem, several laboratories
# FXIa inh = inhibitors of human coagulation factor XIa. actives 0.14% (n = 220,000). AID 798. inhibition, % at 5 µM. P03951. purified FXIa, Boc-Glu-Ala-Arg-AMC fluorogenic substrate;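 active = inhibition of at least 40%; inactive = inhibition below 40%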;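 note: fluorescence of freed AMC excited at 355 nm; 0% = enzyme without compound and 100% = no enzyme blank; many of its hits are not listed in these tables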
# hK5 inh = inhibitors of human kallikrein 5. Q9Y337. recombinant hK5, fluorogenic AMC substrate cleavage. inhibition, % at 5 µM. actives 0.59% (n = 210,000). AID 873;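 active = inhibition of 40% or more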;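 note: 0% = enzyme controls without compound and 100% = no-enzyme blanks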
# Target sequence (Q9Y337 67-293 limits assumed): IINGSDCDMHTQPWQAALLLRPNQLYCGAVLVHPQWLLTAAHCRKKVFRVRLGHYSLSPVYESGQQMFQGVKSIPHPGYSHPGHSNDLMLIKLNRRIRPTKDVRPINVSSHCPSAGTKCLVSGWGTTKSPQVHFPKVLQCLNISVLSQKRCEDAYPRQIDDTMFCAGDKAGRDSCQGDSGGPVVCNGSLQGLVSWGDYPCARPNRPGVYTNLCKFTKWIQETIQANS
# FXIIa inh = factor XIIa (human) inhibition; P00748; purified FXIIa, Boc-QGR-AMC fluorogenic substrate, 2 h; inhibition, % at 5 µM; actives 0.3% (n = 220,000); AID 800; in the data active = inhibition above about 40%;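 note: 0% = enzyme with no compound and 100% = blank without enzyme; many of its hits are not listed in these tables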
# Target sequence (P00748 20-372 limits assumed): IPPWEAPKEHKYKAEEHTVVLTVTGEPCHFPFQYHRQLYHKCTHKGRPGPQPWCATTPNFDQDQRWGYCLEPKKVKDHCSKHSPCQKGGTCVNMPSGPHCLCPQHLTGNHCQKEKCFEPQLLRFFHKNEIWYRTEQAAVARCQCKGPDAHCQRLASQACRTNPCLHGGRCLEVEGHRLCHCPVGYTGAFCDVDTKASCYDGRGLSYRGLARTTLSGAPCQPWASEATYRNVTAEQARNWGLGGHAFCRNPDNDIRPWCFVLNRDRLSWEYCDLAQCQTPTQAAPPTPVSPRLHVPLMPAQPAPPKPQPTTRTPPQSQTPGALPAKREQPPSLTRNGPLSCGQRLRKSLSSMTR
# Target sequence (P00748 373-615 limits assumed): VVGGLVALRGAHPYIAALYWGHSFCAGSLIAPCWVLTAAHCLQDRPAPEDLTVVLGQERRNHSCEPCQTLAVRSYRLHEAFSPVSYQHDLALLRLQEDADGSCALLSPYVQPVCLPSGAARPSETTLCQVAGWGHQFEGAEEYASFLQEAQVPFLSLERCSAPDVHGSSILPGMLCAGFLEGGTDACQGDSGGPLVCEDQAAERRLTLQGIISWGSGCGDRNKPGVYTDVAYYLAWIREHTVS
# Rad51 HR inh = blocks human Rad51 in homologous recombination | inhibition, % at 10 µM | Q06609 | hRad51 DNA strand exchange, fluorescence dequenching | actives 0.085% (n = 200,000);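 active = inhibition above 40% at the single screening dose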;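 note: 0% = DMSO control wells and 100% = blanks with heterologous ssDNA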
#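 Read-out basis: percent inhibition relative to plate controls and blanks / Assay system: human Rad51 nucleoprotein filaments preassembled on unlabelled ssDNA / Timing: filaments 15 min 37 °C, then compound 30 min / Control set: per-plate controls and blanks / Technique: fluorescence dequenching at 485/520 nm / Compound: 10 µM final, single point / Also added: Fluorescein- and BHQ1-tagged 47-mer duplex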
# Calpain2 inh = calpain II (pig) inhibition | purified calpain II, fluorogenic peptide substrate, 30 min | inhibition, % at 16 µM | actives 0.37% (n = 220,000) | AID 1236;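 active = inhibition above about 50%, limit read from the data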
# Cl transport mod = modulators of human KCC2 chloride dependent transport | actives 2.2% (n = 190,000) | B-score of Tl+ flux slope (higher = more flux/activation; lower = inhibition) at 10 µM | AID 1456 | Q9H2X9 | KCC2 cells, thallium flux FluoZin-2 fluorescence;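 active = thallium flux slope and its plate-corrected score both differing from the plate sample mean at a set confidence after two filtering rounds, in either direction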;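 note: slope of fluorescence scaled to starting intensity during 10 to 20 s after thallium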
# Furin inhibitor = blocks human furin protease activity; actives 0.061% (n = 220,000); inhibition, % at 30 µM; P09958; purified furin, fluorogenic substrate cleavage; in the data active = inhibition above about 25%; note: inactives centre near -15
# PERK inh = blocks human PERK kinase; Q9NZJ5; CHO PERK-DD fusion, SEAP luminescence translation reporter; inhibition, % at 5.6 µM; actives 0.17% (n = 220,000); AID 1416;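 active = inhibition above the mean inhibition of all tested compounds plus 3 SD, set separately per screening campaign, cut at about 2.9% in these data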;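 note: PERK kinase domain activated by AP20187 dimerizer at 100 nM; 0% = DMSO with dimerizer and 100% = rapamycin at 8.4 µM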
# Thrombin inh = inhibitors of human thrombin; alpha-thrombin, Boc-VPR-AMC fluorogenic substrate cleavage; inhibition, % at 5 µM; actives 0.26% (n = 220,000);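 active = inhibition at or above 40%; inactive = inhibition below 40%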;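 note: 0% = enzyme with no compound and 100% = wells without enzyme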
#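 System: Human alpha-thrombin protein | Medium: pH 7.5 Tris (50 mM) with NaCl 150 mM, Tween 20 0.05% | Times: Enzyme reaction carried out at room temperature | Detection: AMC fluorescence, 355/460 nm | Evaluation: Percent inhibition scaled between no-compound controls and no-enzyme blanks | Benchmarks: Enzyme without compound as high, wells lacking enzyme as low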
# Active calls of the source: *; i = inactive; nt = not tested or not shown; [ ] = remark or other dose. These rows are one share of the data; count on the stated rates, not on these rows.
mol	FXIa inh	hK5 inh	FXIIa inh	Rad51 HR inh	Calpain2 inh	Cl transport mod	Furin inhibitor	PERK inh	Thrombin inh
CCOc1ccc2nc(SC3CC(=O)N(c4ccc(OC)cc4OC)C3=O)sc2c1 (centres undefined)	-1	-3	9	22	-53	5.8*	-15	-0.1	3
Cc1ccc(-n2c(N)c(C(=O)N3CCN(C)CC3)sc2=S)cc1	5	5	6	-7	5	1.6	-10[20 µM]	-0.4	-1
O=C1OCCN1C(=O)[C@H]1[C@H](c2ccc(Cl)cc2)C(c2cccc(Cl)c2)=NN1c1ccccc1	4	-30	-4	-3	-259	-0.21	-17	1.2	2
COC(=O)N/N=C/c1ccc(-c2ccc(Cl)cc2Cl)o1	-1	1	4	nt	-10	0.082	-9	1.1	-6
O=C(Nc1ccc(-c2nc3cccnc3s2)cc1)C1CCCO1 (centres undefined)	6	-27	2	nt	i	0.025	-128	-0.1	-2
Cc1cccc(NC(=O)c2nc[nH]c2C(=O)NCC(=O)OCc2ccccc2)c1	4	2	8	-10	-12	-0.11	-26	nt	2
COc1ccc(C(=O)Nc2ccc(N3CCCC3)cc2)cc1	7	-3	16	8	-31	0.51	-15[20 µM]	-0.3	5
CCc1ccccc1NC(=O)c1ccc(F)c(S(=O)(=O)N2CCC(C(N)=O)CC2)c1	0	7	12	-5	3	nt	-16	1.0	-1

# Four entries drawn at random from those above, as already listed:
mol	FXIa inh	hK5 inh	FXIIa inh	Rad51 HR inh	Calpain2 inh	Cl transport mod	Furin inhibitor	PERK inh	Thrombin inh
CCc1ccccc1NC(=O)c1ccc(F)c(S(=O)(=O)N2CCC(C(N)=O)CC2)c1	0	7	12	-5	3	nt	-16	1.0	-1
CCOc1ccc2nc(SC3CC(=O)N(c4ccc(OC)cc4OC)C3=O)sc2c1 (centres undefined)	-1	-3	9	22	-53	5.8*	-15	-0.1	3
O=C(Nc1ccc(-c2nc3cccnc3s2)cc1)C1CCCO1 (centres undefined)	6	-27	2	nt	i	0.025	-128	-0.1	-2
Cc1ccc(-n2c(N)c(C(=O)N3CCN(C)CC3)sc2=S)cc1	5	5	6	-7	5	1.6	-10[20 µM]	-0.4	-1

# (cont.)
mol	FXIa inh	hK5 inh	FXIIa inh	Rad51 HR inh	Calpain2 inh	Cl transport mod	Furin inhibitor	PERK inh	Thrombin inh
CCc1ccccc1NC(=O)Cc1ccc(-n2cccc2)cc1	8	-13	8	4	-43	-1.1	-19	0.6	2
C=C(C)C1CC=C(C)/C(=N\NC(=O)CNc2cccc3ccccc23)C1 (centres undefined)	-3	-7	3	-2	-69	0.7	-19	0.7	1
CCC(C)NC(=O)Cn1cnc2sc(C)c(S(=O)(=O)N3CCN(c4ncccn4)CC3)c2c1=O (centres undefined)	-9	-5	6	-7	-18	0.75	-24	0.6	5
CCN1C(=O)/C(=C\c2cn(CCC#N)nc2-c2ccc(F)cc2)SC1=S	2	-9	2	-3	1	0.54	-11	0.3	0
COc1ccccc1N(C(=O)CNC(=O)c1ccco1)C(C(=O)NC1CCCC1)c1ccncc1 (centres undefined)	13	-4	18	1	0	0.48	-35[20 µM]	0.6	2
CCCCCC[n+]1c(-c2ccccc2)csc1Nc1ccccc1	5	-1	10	0	26	-0.18	-13	1.0	-9
CC1(C)CC(=O)C(C(c2ccccc2F)C2C(=O)CC(C)(C)CC2=O)C(=O)C1	6	-11	7	2	-5	nt	-12[20 µM]	-0.2	4
Oc1ccccc1-c1nc(NCc2cccnc2)c2ccccc2n1	-2	1	12	7	34	0.59	-13	0.0	-3

# Next compounds follow:
mol	FXIa inh	hK5 inh	FXIIa inh	Rad51 HR inh	Calpain2 inh	Cl transport mod	Furin inhibitor	PERK inh	Thrombin inh
Cn1c(SCC(=O)NC(C)(C)C)nnc1-c1cccc(NC(=O)c2ccccc2F)c1	11	19	4	-7	9	nt	-10[20 µM]	-2.6	12
Cc1cccc(C(=O)N2CCC(n3nnc4cc(F)ccc43)CC2)c1	2	-2	-2	3	4	-0.049	-19[20 µM]	-1.0	-25
Clc1ccc2[nH]cc(-c3nnnn3-c3ccc4ccccc4c3)c2c1	19	-36	19	10	-65	-0.051	-15[20 µM]	-0.6	-10
COc1ccc(/C(O)=C/c2nc3ccccc3n(-c3ccccc3)c2=O)cc1	-1	-2	3	-11	-161	1.2	-10[20 µM]	0.3	-4
O=C(NCCc1ccccc1)c1ccc(Cl)nc1	2	-8	10	4	20	0.099	-16[20 µM]	0.8	-2
Cc1nn(CC(=O)NCc2ccccc2F)c(C)c1[N+](=O)[O-]	-5	-2	10	18	-45	nt	-10	-0.2	-6
Cc1ccc(C)c(N2CCN(C(=O)c3cccn4c(=O)c5sccc5nc34)CC2)c1	-4	-4	4	2	-52	0.87	-12	-0.5	-10
COc1ccc(-n2c(Cc3cccn3C)nnc2SCC(=O)NCc2ccc(F)cc2)cc1	-3	-9	6	-11	11	-1.2	-19	-0.3	2

# (list continues)
mol	FXIa inh	hK5 inh	FXIIa inh	Rad51 HR inh	Calpain2 inh	Cl transport mod	Furin inhibitor	PERK inh	Thrombin inh
CN(CCC#N)CC(=O)Nc1ccc(NC(=O)CN(C)CCC#N)cc1	14	-9	26	-5	18	0.84	-14	1.8	-1
NC(=S)c1ncc(C(F)(F)F)cc1Cl	-8	25	0	-6	11	1.2	-8	-1.1	-5
COC(C[C@H](O)C[C@@H](O)COCc1ccccc1)OC	0	1	6	0	-15	0.54	-28	nt	-3
CCOC(=O)c1cccc(NC(=O)CSc2nnc(CNc3ccc(C)cc3)n2CC)c1	3	-18	22	5	-32	nt	-12	0.2	-6
CCOC(=O)N1CCN(c2c(NCc3ccc(Cl)cc3)c(=O)c2=O)CC1	4	-3	9	-1	-16	0.0034	-44	-0.8	0
CCN=C1SC(CC(=O)Nc2ccc(N3CCOCC3)cc2)C(=O)N1CC (centres undefined)	-11	1	-11	5	14	nt	-22	1.5	-6
COc1ccc(OCc2nnc(SC3CCOC3=O)n2-c2ccccc2)cc1 (centres undefined)	-5	-33	-7	5	-26	nt	-5	1.3	-8
Cc1ccc(N(CC(=O)NCc2ccco2)C(=O)CCC(=O)Nc2ccccn2)cc1C	-17	-7	1	14	19	-1.5	-25	-0.7	-4

# Three of the compounds above, with two lines to a compound.
# Values run as follows: FXIa inh	hK5 inh	FXIIa inh	Rad51 HR inh	Calpain2 inh	Cl transport mod	Furin inhibitor	PERK inh	Thrombin inh
> CCN=C1SC(CC(=O)Nc2ccc(N3CCOCC3)cc2)C(=O)N1CC (centres undefined)
 : -11	1	-11	5	14	nt	-22	1.5	-6
> Cc1ccc(N(CC(=O)NCc2ccco2)C(=O)CCC(=O)Nc2ccccn2)cc1C
 : -17	-7	1	14	19	-1.5	-25	-0.7	-4
> CN(CCC#N)CC(=O)Nc1ccc(NC(=O)CN(C)CCC#N)cc1
 : 14	-9	26	-5	18	0.84	-14	1.8	-1

# The results go on:
mol	FXIa inh	hK5 inh	FXIIa inh	Rad51 HR inh	Calpain2 inh	Cl transport mod	Furin inhibitor	PERK inh	Thrombin inh
CCNc1nc(OCCNC(C)=O)nc(N(C)C)n1	1	-1	12	5	-14	0.82	-6[20 µM]	-0.1	-2
Cc1csc(NC(=O)CSc2nnc(-c3ccccc3)o2)n1	-7	-1	-1	7	-10	-0.3	-15[20 µM]	1.1	-7
COc1ccc(CCNC(=O)c2cccs2)cc1OC	-3	-1	nt	-2	4	1.5	-28	0.5	-5
O=C(CSc1ccc2ccccc2c1)NCCc1ccc(O)c(O)c1	-2	-3	7	4	-27	-1	-24	-0.4	-1
COc1ccc(-c2nc(CSCC(=O)N3CCc4ccccc4C3)c(C)o2)cc1OC	0	-10	14	-1	-24	-0.51	-22	-0.6	2
O=S1(=O)CC(O)C(N(CCO)C(=S)Nc2ccccc2)C1 (centres undefined)	-7	-6	2	12	-15	0.31	-13	1.8	-7
CC(C)(C)C(=O)COC(=O)CCc1nc2ccccc2[nH]c1=O	3	5	9	-5	-60	nt	-27	1.2	-10
COc1cc(SC)ccc1C(=O)OCC(=O)NC1CC1	7	-1	7	-12	24	-0.38	-4	0.4	-16

# Continuation.
mol	FXIa inh	hK5 inh	FXIIa inh	Rad51 HR inh	Calpain2 inh	Cl transport mod	Furin inhibitor	PERK inh	Thrombin inh
CC1CCCN(C/C(O)=C(\C#N)c2nc3ccccc3[nH]2)C1 (centres undefined)	-2	-25	12	-2	18	-0.49	-10[20 µM]	-0.4	-1
Cc1nnc(SCC(=O)N(C)Cc2ccccc2)[nH]c1=O	1	-3	15	-3	19	0.018	-23	0.0	3
O=C1[C@@H]2[C@H](C(=O)N1Cc1cccnc1)[C@H]1C=C[C@@H]2C1	-2	0	7	nt	-7	nt	-10[20 µM]	-0.7	-7
CCOc1cc(NC(=O)C2CC2)c(OCC)cc1NC(=O)CCn1nnc2ccccc21	-1	-17	13	-4	-2	-0.91	-18	0.5	-9
Cc1[nH]c2ccccc2c1SCC(=O)Nc1nccs1	0	-3	4	-6	-9	-0.34	-26	0.6	nt
COc1ccc(N(C(=O)C(C)C)S(=O)(=O)c2ccc3c(c2)n(C)c(=O)n3C)cc1	-4	0	-7	3	-14	0.45	-18[20 µM]	-0.8	2
CC(C)[C@H](NC(=O)c1ccccc1)C(=O)OCC(=O)N1CC2(C)CC1CC(C)(C)C2 (some centres undefined)	8	-12	11	4	-2	-0.72	6	-0.7	-5
CCCc1[nH]nc2c1C(c1ccc(OC(=O)N3CCOCC3)cc1)C(C#N)=C(N)O2 (centres undefined)	-4	-16	11	2	-44	-1.1	-11	0.9	7

# Next results.
mol	FXIa inh	hK5 inh	FXIIa inh	Rad51 HR inh	Calpain2 inh	Cl transport mod	Furin inhibitor	PERK inh	Thrombin inh
Cc1cc(C(F)(F)F)nc(Nc2nc(C)c3ccccc3n2)n1	16	-21	24	-1	-4	nt	-9[20 µM]	0.1	1
Cc1cc(NC(=O)COC(=O)c2n[nH]c3ccccc23)no1	-1	-7	12	3	-8	-0.82	-14	0.6	3
COc1ccccc1C1/C(=C(/O)c2ccc(C)cc2)C(=O)C(=O)N1Cc1ccco1 (centres undefined)	0	2	-1	5	1	-0.78	-10	0.3	-6
Cc1ccc(Cc2cnc(NC(=O)C3CCCO3)s2)cc1 (centres undefined)	17	1	17	2	3	-2	-2[20 µM]	-0.2	7
O=C(C1=C[C@H](c2coc3ccccc3c2=O)C[C@H](OCCCCO)O1)N1CCN(Cc2ccccc2)CC1	-5	-2	2	10	3	-0.26	-29	0.4	-7
Cc1[nH]c2ccc(F)cc2c(=O)c1SC(F)(F)C(F)C(F)(F)F (centres undefined)	-3	-21	11	-5	-33	nt	-11[20 µM]	-0.2	-4
COc1cc(/C=N/N2CCN(C3c4ccccc4-c4ccccc43)CC2)ccc1O	-8	-23	2	4	-112	nt	-12[20 µM]	0.3	-3
CN=c1sc2ccccc2n1CC(O)COc1ccccc1 (centres undefined)	7	-14	21	nt	1	nt	-1	0.6	7
CCNCc1cc2cc(C)ccc2[nH]c1=O	-1	-9	10	-9	-39	1.2	-21[20 µM]	1.4	-12
Cc1ccc(Oc2nn[nH]n2)cc1	-11	-1	-9	-3	3	0.099	-21[20 µM]	-1.2	-5
O=C(COC(=O)c1cccc(Br)c1)NCCc1ccc(F)cc1	23	-8	25	6	14	-1.4	-19	2.1	1
